STK33 inh = inhibitors of human STK33 kinase; Q9BYT3; purified STK33, MBP phosphorylation, ADP-Glo luminescence; inhibition, % at 10 µM; 0.073% of 320,000 active;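 active = inhibition at or above 25%, using the most active replicate where run in duplicate; inactive = inhibition below 25%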
Target sequence (Q9BYT3 whole entry, looked up): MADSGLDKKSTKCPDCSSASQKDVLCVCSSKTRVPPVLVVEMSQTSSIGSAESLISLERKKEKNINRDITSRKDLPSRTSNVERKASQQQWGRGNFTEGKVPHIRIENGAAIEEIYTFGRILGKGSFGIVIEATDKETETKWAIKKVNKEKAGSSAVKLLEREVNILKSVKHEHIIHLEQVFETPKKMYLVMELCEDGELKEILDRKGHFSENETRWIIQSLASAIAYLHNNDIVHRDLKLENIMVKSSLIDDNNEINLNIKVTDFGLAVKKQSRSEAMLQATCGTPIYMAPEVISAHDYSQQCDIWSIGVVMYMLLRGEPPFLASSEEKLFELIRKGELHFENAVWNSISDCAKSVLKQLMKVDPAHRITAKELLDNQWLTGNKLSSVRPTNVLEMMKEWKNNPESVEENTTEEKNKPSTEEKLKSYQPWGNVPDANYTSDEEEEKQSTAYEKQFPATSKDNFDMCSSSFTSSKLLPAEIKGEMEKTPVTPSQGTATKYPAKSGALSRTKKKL
OX1R antag = blocks the human orexin 1 receptor. inhibition, % at 6.6 µM. 1.8% of 330,000 active. AID 485270. OX1R-expressing cells, FRET antagonist read-out; in the data active = inhibition mostly above about 38%, no sharp cut-off; inactive = mostly below about 40%;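 also: 0% = agonist challenge alone and 100% = reference antagonist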
Target sequence (O43613 whole entry, looked up): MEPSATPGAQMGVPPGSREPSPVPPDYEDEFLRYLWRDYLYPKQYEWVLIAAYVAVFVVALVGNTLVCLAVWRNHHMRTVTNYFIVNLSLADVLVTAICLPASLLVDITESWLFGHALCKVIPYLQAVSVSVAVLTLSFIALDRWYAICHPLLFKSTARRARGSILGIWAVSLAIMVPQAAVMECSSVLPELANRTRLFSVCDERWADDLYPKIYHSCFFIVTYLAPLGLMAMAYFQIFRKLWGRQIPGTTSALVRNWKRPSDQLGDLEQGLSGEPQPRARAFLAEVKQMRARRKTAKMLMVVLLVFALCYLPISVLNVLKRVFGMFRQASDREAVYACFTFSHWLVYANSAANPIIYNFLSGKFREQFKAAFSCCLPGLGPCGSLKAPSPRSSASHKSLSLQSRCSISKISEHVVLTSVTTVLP
KCNQ2 block = KCNQ2 channel blockers in CHO-K1 cells – cell-based, FluxOR thallium flux, B-score, primary screen (AID 2156) | 20 min; active compounds read low | 1.1% of 310,000 active | O88943 | B-score at 10 µM;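 active = fluorescence ratio B-score at most minus 3 library SDs, with starting brightness B-score within 2 library SDs, cut at about -5.5 in these data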
* marks the source's active call; other numbers are inactive results; i = inactive; / = no result given.

SMILES	STK33 inh	OX1R antag	KCNQ2 block
COc1ccc(Sc2nc(-c3ccccn3)ncc2OC)cc1	-3.5	26	i
NC(N)=Nc1cc2ccccc2c2ccccc12	1.8	-2	i
CC(C)Oc1ncnc2c1[nH]c1ccccc12	1.8	8	i
Cc1cccc(C)c1N1CCN(S(=O)(=O)N2CCOCC2)CC1	-1.3	7	i
COCC(=O)N1CCC(Oc2ccc(C(=O)N3C[C@H]4CC[C@H]3C4)cc2)CC1	-2.1	8	i
OC1(c2ccc(F)cc2)CCN(Cc2nnnn2Cc2cccs2)CC1	-0.3	7	i
COc1ccc(N(C)C(=O)C2CCN(S(=O)(=O)c3cccc4nonc34)CC2)c(OC)c1	-0.8	17	i
CCCCNC(=S)N(CCN(CC)CC)Cc1cc2cc3c(cc2[nH]c1=O)OCO3	-2.2	19	i
Nc1ccc(C(=O)NC2CCSc3ccccc32)cc1[N+](=O)[O-] (stereo not drawn)	-2.4	20	i
COCCNC(=O)c1cc(S(=O)(=O)N2CCCCC2)ccc1N1CCOCC1	1.5	19	i
O=C(CSc1nc2ccccc2c(=O)n1NC(=O)Cc1ccccc1)NCc1ccco1	-0.4	16	i
O=C(COc1ccccc1Cl)Nc1ccccc1C(=O)N1CCOCC1	-0.2	23	i
CN1/C(=C/c2cccc[n+]2CCO)Sc2ccccc21	-1.4	22	i
C[C@@H]1CC[C@@]2(OC1)O[C@H]1C[C@H]3[C@@H]4CC=C5C[C@@H](O)[C@H](O)C[C@]5(C)C4CC[C@]3(C)[C@H]1[C@@H]2C (stereo partly drawn)	-0.8	2	i
C=CCSc1nc(C)c2cc(C)cc(C)c2n1	-1.8	19	i
Cc1ccc(C(=O)Nc2cccc(NC(=O)c3ccc(C)o3)n2)o1	4.1	7	i
O=[N+]([O-])/C(=C\Nc1ccc(F)cc1F)S(=O)(=O)c1ccccc1	1.4	-12	i
O=C1N=C(N2CCN(c3ccccc3)CC2)S/C1=C\c1cn[nH]c1-c1ccccc1	0.1	45	i
COc1ccc(CN2CC(=O)N(c3ccc(C)cc3)C2=S)cc1OC	1.9	41	i
CCOc1ccc(NC(=O)CN(C)C(=O)c2cccnc2Sc2ccc(C)c(C)c2)cc1OCC	2.5	9	i
CCOC(=O)CC1COc2ccccc2N1C(=O)c1ccc(F)cc1 (stereo not drawn)	-0.9	18	i
O=[N+]([O-])c1ccc(Cl)c(S(=O)(=O)Nc2cccc(-c3ccc(N4CCOCC4)nn3)c2)c1	-0.4	11	i
CCOC(=O)CNc1c(-c2ccc(Cl)cc2)nc2cnccn12	-0.8	14	i
COc1ccc(CCn2c(S)nc3ccccc3c2=O)cc1	2.8	4	i
O=C(CCCN1C(=O)c2ccccc2C1=O)Nc1ccccc1C(=O)N1CCOCC1	0.1	29	i

Later entries:
SMILES	STK33 inh	OX1R antag	KCNQ2 block
CN(c1ccccc1C(=O)Nc1cccnc1)S(C)(=O)=O	0.3	11	i
O=C(CCCc1ccccc1)NCc1ccc(F)cc1	-1.8	24	i
O=C(NCN1CCOCC1)c1cnccn1	0.6	20	i
CC(C(=O)NC1(C#N)CCCCC1)N(C)CC(=O)Nc1ccc(Cl)c(Cl)c1 (stereo not drawn)	12	5	/
Cn1c(=O)n(C)c2cc(/C=N/NC(N)=S)ccc21	0.9	16	i
CCC1(c2ccc(F)cc2)NC(=O)N(CC(=O)Nc2ccccc2Cl)C1=O (stereo not drawn)	0.0	-7	i
CC(C)NC(=S)N1CCN(S(=O)(=O)c2cccc(C(F)(F)F)c2)CC1	-0.2	17	i
COC(=O)c1cc2occc2n1Cc1cccc(C)c1	-0.2	0	i
C=CCn1c(SCC(=O)c2c(N)n(C)c(=O)n(C)c2=O)nc2sc(C)c(C)c2c1=O	-1.3	9	i
COc1c(C(=O)NNC(=O)c2ccccc2)csc1Br	-0.9	10	i
COc1ccc(C2NC(=S)NC(O)(C(F)(F)F)C2C(=O)c2cccs2)cc1 (stereo not drawn)	-2.0	8	i
Cc1ccccc1N(CC(=O)NC(C)(C)C)C(=O)CS(=O)CC(=O)Nc1ccc2c(c1)OCO2 (stereo not drawn)	-2.1	7	i
COc1ccc(N2CCN(C(=O)COC(=O)CNC(=O)c3ccc(Cl)cc3Cl)CC2)cc1	0.8	21	i
COc1cccc(N2C(=NC(=O)C3CCCO3)SC3CS(=O)(=O)CC32)c1 (stereo not drawn)	1.6	13	i
COc1ccc(-c2c(C3=CCCCC3)oc3ccc(-c4ccc5c(c4)OCO5)cc23)cn1	-0.6	17	i
Cc1cc2nnc(SCC(=O)NCC3CCCO3)n2c2ccccc12 (stereo not drawn)	0.8	27	i
C[C@@H](NC(=O)[C@@H]1Cc2ccccc2CN1C(=O)OC(C)(C)C)C(=O)NCC1CCCO1 (stereo partly drawn)	-2.7	3	i
CC(C)OP(=O)(OC(C)C)C(O)c1cccc([N+](=O)[O-])c1 (stereo not drawn)	-0.1	11	i
CC(=O)OC1CC(c2cc(C(C)(C)C)c(O)c(C(C)(C)C)c2)=NO1 (stereo not drawn)	0.2	1	i
COc1ccc(-c2cc(C(=O)O)sc2C)cc1	-0.4	15	i
Cc1cc(=O)n2nc(N3CCC(C(=O)NCc4ccc(F)cc4)CC3)sc2n1	-0.4	-8	i
Cc1cc(Nc2cccc(F)c2)n2nc(C)nc2n1	2.9	18	i
Cc1cccc(NC(=O)c2ccccc2OCC(=O)c2ccccc2)c1	-0.2	-5	-8.2*
CCOCCc1nnc(NC(=O)c2cccc(F)c2)s1	-0.2	1	i
C/C(CC(=O)N1CCCC1)=N\NC(=O)c1cc2ccccc2cc1O	0.4	15	i

Results in STK33 inh, for some of the entries so far:
| Compound | STK33 inh |
| --- | --- |
| COc1cccc(N2C(=NC(=O)C3CCCO3)SC3CS(=O)(=O)CC32)c1 (stereo not drawn) | 1.6 |
| Cc1ccccc1N(CC(=O)NC(C)(C)C)C(=O)CS(=O)CC(=O)Nc1ccc2c(c1)OCO2 (stereo not drawn) | -2.1 |

A draw from above in order of heavy-atom count, highest first.
SMILES	STK33 inh	OX1R antag	KCNQ2 block
Cc1ccccc1N(CC(=O)NC(C)(C)C)C(=O)CS(=O)CC(=O)Nc1ccc2c(c1)OCO2 (stereo not drawn)	-2.1	7	i
COc1ccc(-c2c(C3=CCCCC3)oc3ccc(-c4ccc5c(c4)OCO5)cc23)cn1	-0.6	17	i
C[C@@H](NC(=O)[C@@H]1Cc2ccccc2CN1C(=O)OC(C)(C)C)C(=O)NCC1CCCO1 (stereo partly drawn)	-2.7	3	i
C=CCn1c(SCC(=O)c2c(N)n(C)c(=O)n(C)c2=O)nc2sc(C)c(C)c2c1=O	-1.3	9	i
Cc1cc(=O)n2nc(N3CCC(C(=O)NCc4ccc(F)cc4)CC3)sc2n1	-0.4	-8	i
CC(C(=O)NC1(C#N)CCCCC1)N(C)CC(=O)Nc1ccc(Cl)c(Cl)c1 (stereo not drawn)	12	5	/
Cc1cccc(NC(=O)c2ccccc2OCC(=O)c2ccccc2)c1	-0.2	-5	-8.2*
CC(C)NC(=S)N1CCN(S(=O)(=O)c2cccc(C(F)(F)F)c2)CC1	-0.2	17	i
CC(=O)OC1CC(c2cc(C(C)(C)C)c(O)c(C(C)(C)C)c2)=NO1 (stereo not drawn)	0.2	1	i
CN(c1ccccc1C(=O)Nc1cccnc1)S(C)(=O)=O	0.3	11	i
COC(=O)c1cc2occc2n1Cc1cccc(C)c1	-0.2	0	i
Cc1cc(Nc2cccc(F)c2)n2nc(C)nc2n1	2.9	18	i
Cn1c(=O)n(C)c2cc(/C=N/NC(N)=S)ccc21	0.9	16	i
COc1ccc(-c2cc(C(=O)O)sc2C)cc1	-0.4	15	i
O=C(NCN1CCOCC1)c1cnccn1	0.6	20	i

(further entries)
SMILES	STK33 inh	OX1R antag	KCNQ2 block
C/C(=N\NC(=O)c1cccc(S(=O)(=O)N2CCOCC2)c1)c1ccc(C#N)cc1	-1.0	29	i
CCC(NC(=O)c1ccccc1NC(=O)c1ccccc1)C(=O)NNC(=O)c1cccnc1 (stereo not drawn)	-0.6	15	i
O=C(O)c1ccc(/C=N\Nc2ccccn2)cc1	5.2	10	i
CCOc1cccc(C(=O)Nc2cccc(C(=O)NC(C)(C)C)c2)c1	-0.6	16	i
Cc1ccc(-c2cc(-c3ccc4c(c3)OCO4)c(C#N)c(N)n2)o1	1.0	20	i
Cc1nc2ccccc2c(=O)n1NC(=O)c1cccc(Cl)c1	-2.7	-4	i
O=C(COC(=O)c1cccnc1)Nc1cccc2ccccc12	-0.1	26	i
CC(=O)Nc1ccc(NC(=O)CN(C)CC(=O)Nc2ccccc2Br)cc1	1.3	19	i
COCCN(C(=O)CCC(=O)Nc1nccs1)C(C(=O)NC(C)(C)C)c1ccc(C)cc1 (stereo not drawn)	0.3	5	i
O=S(=O)(/N=C(/Nc1ccccn1)c1ccc(Cl)cc1)c1ccc(Cl)cc1	-1.7	7	i
CC(C)N(CCCNC(=O)Cn1c(=O)c2cccn2c2ccccc21)Cc1ccccc1	-1.3	66*	i
COc1ccc(NS(=O)(=O)c2cc3c(cc2C)N(C)CCO3)c(OC)c1	0.7	23	i
Cc1cc(=O)n(-c2ccc(C(=O)O)cc2)[nH]1	0.8	21	i
CCOC(=O)C1CCN(S(=O)(=O)c2ccc(NC(C)=O)c(Cl)c2)CC1	-2.1	2	i
COc1ccccc1NC(CC(=O)c1ccccc1)C(=O)OCC(=O)c1ccc(C)c(C)c1 (stereo not drawn)	-1.0	6	i
N#C/C(=C(/O)c1ccc(Br)s1)c1nc2ccccc2[nH]1	-1.0	8	i
O=C(CCN1CCN(Cc2ccccc2)CC1)NNC(=O)Nc1cccc(Cl)c1	-1.0	12	i
CCOC(=O)c1c(NC(=O)c2cccnc2)sc(C)c1C	-0.3	12	i
CC(=O)N1CC=CC1(CC(C)C)C(=O)NCc1cc(F)cc(C(F)(F)F)c1 (stereo not drawn)	-1.1	22	i
COc1ccc(NC(=O)CN2CCN(C(=S)NC3CCCC3)CC2)cc1	-1.5	4	i
CC1CCCCN1CC(O)COCCC12CC3CC(CC(C3)C1)C2 (stereo not drawn)	-1.3	1	i
CC12CCC(=O)C=C1CCC1C2C(O)CC2(C)C1CCC2(O)C(=O)CO (stereo not drawn)	-2.6	18	i
O=C(Cn1cc(Br)ccc1=O)Nc1ccc2c(c1)OCO2	0.3	7	/
COc1cc(CCC(=O)OCC(=O)Nc2ncc(Cl)cc2Cl)cc(OC)c1OC	-0.2	15	i
Cc1cc(C)nc(NS(=O)(=O)c2ccc(NC(=O)c3ccco3)cc2)n1	-0.3	-1	i

More structures follow.
SMILES	STK33 inh	OX1R antag	KCNQ2 block
Cc1cc(=O)n(C2CCS(=O)(=O)C2)[nH]1 (stereo not drawn)	-1.1	1	i
C=C1C(C(=O)Nc2cccc(OC)c2)C1C(=O)Nc1cccc(OC)c1 (stereo not drawn)	-0.5	8	i
CCCCc1nc2cc(C(=O)N3CCCCC3COC)ccc2o1 (stereo not drawn)	-1.7	21	i
Cc1cc(C(F)(F)F)nn1Cc1n[nH]c(=S)n1-c1ccc(Cl)cc1	-1.9	9	i
Cc1cccc(CSc2nc3nc(C)cc(C)n3n2)c1	0.8	5	i
CCc1ccc(-c2csc(NC(=O)Oc3ccccc3)n2)cc1	-2.4	7	i
C=CCNC(=O)C1CC(=O)N(c2ccc(OCC(=O)Nc3ccc(Cl)cc3)cc2)C1 (stereo not drawn)	-2.4	12	i
CN(C(=O)COC(=O)/C=C/c1cn(-c2ccccc2)nc1-c1ccc2c(c1)OCCO2)C1CCS(=O)(=O)C1 (stereo not drawn)	0.1	18	i
CCOc1ccc(CNC(=S)Nc2ccccc2)cc1Cl	-0.8	11	i
COc1ccc(-n2nnnc2SCC(=O)c2ccc3c(c2)OCCO3)cc1	-0.9	10	i
COc1ccc(/C=C/C2=CC(C)(C)NC(=S)N2)cc1	-0.1	14	i
Cc1cc(C(=O)N2CCN(c3ncccc3C#N)CC2)no1	-0.3	8	i
CC(C(=O)O)c1ccc(N2Cc3ccccc3C2=O)cc1 (stereo not drawn)	4.8	15	i
COc1cc(OC)cc(C(=O)N[C@H](C(=O)Nc2ccc(S(=O)(=O)N(C)C)cc2)C(C)C)c1	1.0	8	i
COc1cc(OC)cc(C(=O)NCCNC(=O)c2ccco2)c1	-0.8	1	i
O=C(CCC1CCN(C(=O)Cc2c(F)cccc2F)CC1)NC1CC1	0.8	6	i
O=C(CNC(=O)c1ccc(Oc2ccccc2)cc1)OCc1ccc(Br)cc1	-0.5	8	i
Cc1sc(NC(=O)C2=COCCO2)nc1-c1ccc(F)cc1	/	3	i
COc1ccc(NC(=O)c2ccccc2NC(=O)CN2CCCCCC2)cc1	0.5	3	/
COC(=O)c1c(NC(=S)NN2CCOCC2)sc2c1CCCC2	-1.2	18	i
COc1cc(/C=N/N2CCN(C3c4ccccc4-c4ccccc43)CC2)cc(OC)c1OC	1.0	17	i
O=Nc1c2ccc[nH]c-2c2ccc([N+](=O)[O-])cc12	-0.2	17	i
COc1cc(NC(=O)Cn2cnc(S(=O)(=O)N3CCOCC3)c2)cc(OC)c1OC	-0.4	24	i
CCO[C@H]1OC(C(=O)N2CCCCCCC2)=C[C@@H](c2ccc(C(F)(F)F)cc2)[C@@H]1CCCO	0.1	18	i
CCOc1ccc(C(=O)CCNC(Cc2cnc[nH]2)C(=O)O)cc1 (stereo not drawn)	-1.1	11	i
Cc1ccc(CNC(=O)CN(c2ccc(C)cc2)S(=O)(=O)c2c(C)nn(C)c2C)cc1	-0.7	4	i
CSc1ccccc1C(=O)NCCSc1ccc(C)cc1	-1.2	15	i
COc1cc(/C(C)=N/N2CCN(Cc3ccc(C)cc3)CC2)ccc1O	0.5	18	i
CC(=O)c1cccc(NC(=O)c2ccc(NC(=O)CCS(=O)(=O)c3cccs3)cc2)c1	-0.3	4	i

Screening results: PubChem, several laboratories
